Source: PubChem
GASC-1 inh: inhibitors of GASC-1 histone demethylase, primary screen, biochemical, fluorescence, DELFIA europium; GST-JMJD2C(1-420) H3K9me3 demethylation; inhibition, % at 2.35 µM; 330,000 tested, 0.069% active;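 active means more than half of a compound's replicate wells show inhibition beyond 50%, single wells judged on their own value; inconclusive means some, but no more than half, of replicates pass 50% inhibition; inactive means no replicate passes 50% inhibition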;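 further: signal counts dimethyl H3K9 product captured on neutravidin plate; 0% = median of DMSO wells and 100% = 0.3 times that DMSO median; strong numbers were not always called active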
Target sequence (Q9H3R0 1-420 limits assumed): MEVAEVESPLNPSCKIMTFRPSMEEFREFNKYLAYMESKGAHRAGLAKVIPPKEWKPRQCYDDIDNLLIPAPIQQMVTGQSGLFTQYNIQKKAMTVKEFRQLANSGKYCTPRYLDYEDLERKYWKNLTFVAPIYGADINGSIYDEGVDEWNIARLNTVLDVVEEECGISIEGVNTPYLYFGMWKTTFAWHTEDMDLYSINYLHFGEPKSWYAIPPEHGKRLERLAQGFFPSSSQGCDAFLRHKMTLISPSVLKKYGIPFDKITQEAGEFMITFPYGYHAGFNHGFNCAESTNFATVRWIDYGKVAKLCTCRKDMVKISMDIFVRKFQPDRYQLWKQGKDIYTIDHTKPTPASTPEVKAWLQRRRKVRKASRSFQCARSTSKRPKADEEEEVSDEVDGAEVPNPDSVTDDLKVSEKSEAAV
Efflux pump mplx: inhibitors of Candida efflux pumps in yeast, primary screen, S. cerevisiae, Nile Red, multiplex. S. cerevisiae Candida pump triplex. inhibition, % at 10 µM. 330,000 tested, 0.44% active;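 active means plate passing quality check with inhibition over a set limit, or well fluorescence over plate mean plus 4 SD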;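 further: Nile Red retained in pooled yeast measured as flow cytometry median fluorescence; 0% = buffer negative control and 100% = Enniatin B positive control; higher means more Nile Red kept so more efflux inhibition; some compounds called inactive have numbers as strong as hits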
procasp7 counter: procaspase-7 activators, primary screen, counter-screen for procaspase-3 activator project, biochemical, absorbance, HTS, human | AID 463210, 2010 | activation, % at 8.5 µM | 330,000 tested, 0.093% active | recombinant procaspase-7, Ac-DEVD-pNA absorbance 405 nm; D23A/D198A/D206A triple mutant, cannot self-cleave; scale: DMSO 0, 5 µM enzyme 100;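 active means percent activation above the screen-wide mean plus 3 SD, cut at about 25% in these data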
Target sequence (P55210 whole entry D23A/D198A/D206A): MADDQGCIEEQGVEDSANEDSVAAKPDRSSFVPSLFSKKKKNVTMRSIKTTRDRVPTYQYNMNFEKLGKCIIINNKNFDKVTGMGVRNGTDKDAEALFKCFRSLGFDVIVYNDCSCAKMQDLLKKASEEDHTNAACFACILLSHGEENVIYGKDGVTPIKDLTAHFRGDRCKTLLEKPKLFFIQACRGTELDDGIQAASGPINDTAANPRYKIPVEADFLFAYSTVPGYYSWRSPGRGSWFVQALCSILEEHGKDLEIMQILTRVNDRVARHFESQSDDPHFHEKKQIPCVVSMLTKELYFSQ
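buffer or medium = Zinc-free HEPES/NaCl buffer, pH 7.4 | material = Procaspase-7 triple mutant (PC-7 D3A) | input = 2 µM procaspase-7 mutant as dispensed | signal = Epi-absorbance of released pNA at 405 nm, two timepoints | timing = 1 h preincubation, 2 h reaction | replicates = singlicate compound testing | evaluation = % activation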
Fh CTSL1 inh: Fasciola hepatica cathepsin L1 inhibitors, primary screen, counter-screen for PFM18AAP inhibitor project, biochemical, QFRET, fluorogenic peptide substrate; recombinant F. hepatica cathepsin L1, Z-Leu-Arg-MCA fluorescence; inhibition, % at 5.96 µM; 300,000 tested, 0.49% active; AID 1906, 2009;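 active means inhibition above the mean of all tested compounds plus 3 SD, set per screening campaign, cut at about 17% in these data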;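 further: 0% = plate median of test compound wells and 100% = 1 µM Z-Phe-Ala-diazomethylketone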
HCV core dimer: inhibitors of HCV core protein dimerization, primary screen, biochemical, TR-FRET, high-throughput; TR-FRET GST/Flag-core106 dimerization, 1536-well; inhibition, % at 5 µM; 300,000 tested, 0.33% active;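 active means inhibition above the mean of all tested compounds plus 3 SD, set per screening campaign, cut at about 45% in these data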
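Assay system: tagged HCV core106 pair (GST and Flag); medium: KF-containing HEPES buffer, pH 7.45, DTT, CHAPS, BSA; also added: Eu donor and XL665 acceptor anti-tag antibodies; dosing: 5 µM single dose; timing: compound-protein-antibody incubation 4 h at 22.5 °C; signal: TR-FRET 671 and 617 nm emission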
PP1 inh: PP1-alpha phosphatase inhibitors, primary screen, counter-screen for PP5 inhibitor project, biochemical, fluorescence, OMFP substrate, single point | Serine/threonine-protein phosphatase PP1-alpha catalytic subunit (Homo sapiens), P62136 | purified PP1alpha | inhibition, % at 6.7 µM | 320,000 tested, 0.9% active | AID 2235, 2010;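 active means inhibition above the mean inhibition of all tested compounds plus 3 SD, computed separately for each screening campaign, cut at about 15% in these data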
Target sequence (P62136 whole entry, looked up): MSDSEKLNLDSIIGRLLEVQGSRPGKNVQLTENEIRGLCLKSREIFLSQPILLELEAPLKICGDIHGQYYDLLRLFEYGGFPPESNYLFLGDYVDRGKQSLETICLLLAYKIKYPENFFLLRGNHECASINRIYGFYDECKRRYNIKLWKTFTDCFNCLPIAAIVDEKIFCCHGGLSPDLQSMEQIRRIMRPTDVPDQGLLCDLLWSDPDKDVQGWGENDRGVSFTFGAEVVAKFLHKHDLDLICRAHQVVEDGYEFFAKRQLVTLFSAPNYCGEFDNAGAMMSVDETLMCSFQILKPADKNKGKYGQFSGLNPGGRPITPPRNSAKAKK
TPT1 inh: Candida albicans TPT1 enzyme inhibitors, primary screen, biochemical, fluorescence polarization. 300,000 tested, 0.81% active. inhibition, % at 5 µM. tRNA 2'-phosphotransferase TPT1 (Candida albicans SC5314). recombinant caTPT1, FP RNA substrate dephosphorylation;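 active means inhibition above the mean of all tested compounds plus 3 SD, set per screening campaign, cut at about 24% in these data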;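 further: plate controls were DMSO alone for no effect and ferristatin control at 100 nM for full effect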
PP5 primary: PP5 phosphatase inhibitors, primary screen, biochemical, fluorescence | 320,000 tested, 0.18% active | inhibition, % at 6.7 µM | Serine/threonine-protein phosphatase 5 (Homo sapiens), P53041 | purified PP5c, OMFP substrate fluorescence | AID 1987, 2009;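 active means inhibition above the campaign's mean inhibition across all tested compounds plus 3 SD, cut at about 9.5% in these data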;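 further: 0% = DMSO only and 100% = 100 µM cantharidin control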
proCasp3 act: activators of human procaspase-3 D3A mutant, primary screen, biochemical, absorbance, PC-3 D3A mutant, single concentration. activation, % at 8.5 µM. recombinant procaspase-3 D3A, Ac-DEVD-pNA absorbance 405 nm. Caspase-3 (Homo sapiens), P42574. AID 463141, 2010. 330,000 tested, 0.11% active;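 active means activation above the mean of all tested compounds plus 3 SD, cut at about 21% in these data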;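 further: 0% = DMSO alone and 100% = DMSO wells spiked with extra 5 µM PC-3 D3A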
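Test system: Procaspase-3 D3A mutant; medium: Zinc-free HEPES/NaCl buffer with 0.01% Triton X-100 at pH 7.4; reagent: DEVD-pNA substrate; doses: one concentration, 8.5 µM nominal, 0.8% DMSO; times: 1 h preincubation plus 2 h reaction at 25 °C; signal: Epi-absorbance at 405 nm of released p-nitroaniline, 0 and 120 min; replicates: singlicate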
The depositor's hits bear a star; ? = inconclusive; / = no result given; & = joins results of further samples.

SMILES	GASC-1 inh	Efflux pump mplx	procasp7 counter	Fh CTSL1 inh	HCV core dimer	PP1 inh	TPT1 inh	PP5 primary	proCasp3 act
CCn1cc(C(=O)NC2CCC(C)CC2)c(=O)c2cc(S(=O)(=O)N3CCCCC3)ccc21 (configuration not stated)	/	0.0	6.3	6.6	13.8	2.8	-1.3	1.9	-5.3
CCOC(=O)Nc1ccc2c(c1)Nc1ccccc1S2	4.0	0.0	-14.8	-1.5	-29.4	0.7	4.2	2.6	-12.9
COC(=O)c1c(NC(=O)Cc2ccccc2)sc2c1CC(C)(C)NC2(C)C	-1.7	0.2	-2.4	-0.4	-6.3	-4.0	-1.6	1.0	4.3
CC(C)(C)c1ccc(OCCNC(=O)c2ncn[nH]2)cc1	17.9	-0.1	6.8	2.1	-1.2	1.1	-2.5	-1.2	3.9
Cc1cccc(N2CCN(C3=NC(=O)C(=C4CCCCC4)S3)CC2)c1	-3.5	0.0	1.1	2.4	20.5	3.9	-4.2	0.9	-1.3
CCOC(=O)C1=C(COC(=O)COc2cc(C)ccc2C)NC(=O)NC1C (configuration not stated)	0.8	0.0	6.4	-11.7	1.3	-4.2	-1.4	0.5	-0.3
Cc1ccc(S(=O)(=O)n2ccc(OC(=O)c3cccs3)n2)cc1	-0.9	0.1	-0.2	-12.0	17.1	2.2	-0.7	1.9	3.7
O=C(Nc1nnc(-c2ccc(F)cc2)o1)c1cc(Cl)sc1Cl	-20.3	0.1	0.6	3.8	1.0	5.9	-1.4	0.7	-5.7
CN1CCC(=NNC(=O)CN(c2cccc([N+](=O)[O-])c2)S(=O)(=O)c2ccccc2)CC1	0.8	-0.1	-15.4	-2.2	0.2	3.3	-1.2	4.0	3.9
Cc1ccccc1C(=O)Oc1ccc(Br)cc1C(=S)N1CCCC1	-7.6	-0.2	-7.5	-1.1	-1.6	3.7	-0.6	2.2	-3.2
C=CCSc1nc(N)c(C#N)c(-c2ccccc2)c1C#N	11.9	-0.2	4.0	2.7	-2.0	1.8	1.8	2.4	-1.0
Cc1nc(SCc2nc3ccccc3[nH]2)c2oc3cc(Br)ccc3c2n1	-7.3	-0.3	-11.8	/	/	/	/	/	-15.2
Cc1ccc(-n2c3nc(=O)[nH]c(=O)c-3cc3c(C)nn(-c4ccccc4)c32)c(C)c1	44.5	0.6	-9.8	1.5	-2.1	-1.6	2.9	0.1	12.6
O=C(c1cc2ccccc2s1)N1CCN(c2ccccn2)CC1	-6.4	-0.1	-7.6	3.9	-8.7	-0.8	1.1	-8.8	-9.6
COc1ccc(NC(=O)CSc2ncnc3[nH]ncc23)cc1	3.8	-0.1	5.1	5.6	-3.1	-3.5	1.9	-1.7	3.6
CCCc1cc(=O)[nH]c(SCC(=O)Nc2cc(S(=O)(=O)N3CCOCC3)ccc2N(CC)CC)n1	2.0	-0.4	-9.8	/	/	/	/	/	2.5
CN(CC(=O)Nc1ccc(Cl)c(C(F)(F)F)c1)C(=O)CCc1nc2ccccc2c(=O)[nH]1	3.0	-0.3	2.7	/	/	-3.7	/	-0.1	1.0
CCOC(=O)CSc1nc2sc3c(c2c(=O)n1-c1ccccc1)CCN(C(C)C)C3	-7.0	0.1	1.5	6.7	8.0	6.2	11.5	0.4	-5.8
COc1ccccc1C(=O)NCC1(c2ccccc2)CCCC1	-3.8	0.2	1.9	-2.6	2.3	0.0	-1.7	0.9	0.7
Cn1nccc1C(=O)Nc1ccc2c(c1)OCCO2	-20.7	-0.1	5.2	-1.3	6.4	-1.2	-2.1	1.4	5.3
N#Cc1c(-c2ccccc2)c(-c2ccccc2)nn(CC(=O)NNC(=O)Nc2ccc(Cl)cc2)c1=O	-2.2	-0.1	-3.5	3.0	10.8	9.8	-1.1	1.1	-0.3
NC(=O)N(CCC(=O)O)c1ccccc1	-6.0	0.5	8.8	1.9	-6.2	-5.5	3.2	1.8	1.3
O=C(Nc1nc2ccc(Oc3ccccc3)cc2s1)c1cc([N+](=O)[O-])ccc1N1CCOCC1	?	-0.4	2.5	1.3	23.7	4.0	1.4	2.3	-1.1
CCN(CC)c1ccc(C(=O)NNC(=O)CCNC(=O)c2ccccc2)cc1	-2.2	0.3	-14.1	/	/	-0.8	/	-0.5	2.9
CCOC(=O)/C=c1\s/c(=C\c2ccc3c(c2)OCCO3)c(=O)n1CC(=O)NCC1CCCO1 (configuration not stated)	-9.7&-10.2	0.1	9.1	3.1	12.5	-0.1	21.6	2.5	-6.2

Retrieved one by one from the list above (3):
SMILES	GASC-1 inh	Efflux pump mplx	procasp7 counter	Fh CTSL1 inh	HCV core dimer	PP1 inh	TPT1 inh	PP5 primary	proCasp3 act
Cn1nccc1C(=O)Nc1ccc2c(c1)OCCO2	-20.7	-0.1	5.2	-1.3	6.4	-1.2	-2.1	1.4	5.3
CCOC(=O)CSc1nc2sc3c(c2c(=O)n1-c1ccccc1)CCN(C(C)C)C3	-7.0	0.1	1.5	6.7	8.0	6.2	11.5	0.4	-5.8
O=C(Nc1nnc(-c2ccc(F)cc2)o1)c1cc(Cl)sc1Cl	-20.3	0.1	0.6	3.8	1.0	5.9	-1.4	0.7	-5.7

More structures
SMILES	GASC-1 inh	Efflux pump mplx	procasp7 counter	Fh CTSL1 inh	HCV core dimer	PP1 inh	TPT1 inh	PP5 primary	proCasp3 act
CCn1cc(CN2CCC(n3nccc3NC(=O)CCOc3ccccc3)CC2)cn1	-2.1	-0.1	-13.0	5.1	-15.7	-3.4	0.8	-8.6	-0.1
Cc1ccc(C)c(S(=O)(=O)C(C#N)c2nc3ccccc3nc2N2CCCC2)c1 (configuration not stated)	2.4	0.0	-14.7	1.0	9.8	1.0	8.2	2.1	-4.3
NC(=O)c1c(NC(=O)COC(=O)c2ccc(S(=O)(=O)Nc3ccccc3)cc2)sc2c1CCCC2	14.8	0.1	-0.7	0.7	14.3	6.5	4.8	0.9	-0.4
CC1=C(C)CC(C(=O)NCc2ccccn2)C(C(=O)O)C1 (configuration not stated)	5.7	-0.3	5.6	-4.6	-8.9	2.5	9.0	1.8	-1.1
COc1ccc(CNC(=O)C(C)n2ccc3cc(S(=O)(=O)N4CCCCCC4)ccc32)cc1 (configuration not stated)	8.5	0.1	-2.5	5.0	13.0	5.3	-1.0	1.9	4.0
Cc1ccc(-n2nc3c(c2NC(=O)C(C)C)CS(=O)(=O)C3)cc1	-10.1	-0.1	11.6	-0.6	6.0	11.7	-1.4	-0.8	0.9
Cc1nc2nc(NCc3cccs3)nn2c(C)c1Cl	-10.0	-0.2	8.5	3.9	-2.0	-2.8	1.5	-0.6	6.8
COc1cc(NC(=S)NNC(=O)C(C)(C)O)cc(OC)c1	10.3	-0.1	-15.2	-0.9	-1.7	-6.0	-1.8	-1.6	-11.0
CCC(=O)N1CCN(c2ccc(Cl)cc2NC(=O)c2cccc([N+](=O)[O-])c2)CC1	2.2	-0.1	4.9	0.6	2.2	-1.6	-4.3	-1.1	-1.5
O=S(=O)(c1ccccc1)N1CCN(CC(O)COc2ccc3c(c2)CCC3)CC1 (configuration not stated)	-0.6	-0.1	7.2	1.5	1.1	-0.3	-0.6	1.1	-1.6
COc1cccc(C2SCC(=O)N2c2cccc(C)c2)c1OC (configuration not stated)	18.7	0.1	4.2	-0.3	-1.7	1.3	0.2	0.9	-2.0
CS(=O)(=O)c1cccc(C(=O)Nc2nnc(C3=COCCO3)o2)c1	-2.5	0.0	-15.3	4.0	-1.8	-6.9	-1.2	-0.1	-6.2
O=C(NCc1ccco1)C1CCCCC1	-18.6	0.2	-1.1	-0.8	11.0	-6.4	0.3	0.7	7.8
CCCNC(=O)C1(CC2CC(c3ccccc3)=NO2)CCN(C(=O)OC(C)(C)C)CC1 (configuration not stated)	9.4	0.0	1.9	-2.5	-4.1	-0.5	-1.9	1.0	11.9
N=c1c(C(=O)NCCN2CCOCC2)cc2c(=O)n3ccccc3nc2n1CCCN1CCOCC1	-13.2	0.1	-10.7	3.2	-7.2	1.0	2.0	-0.5	-21.6
CCn1c(SCC(=O)NCC2CCCO2)nnc1-c1ccccc1OC (configuration not stated)	7.2	0.1	5.8	/	/	-2.5	/	1.4	2.1
CCN(CC)C(=O)CNC(=S)N(CCCN1CCOCC1)Cc1cccs1	-5.5	1.6	4.4	-0.8	-9.3	3.6	1.3	2.8	-3.9
CC(Cc1ccccc1)(NC(=O)CN)c1ccccc1 (configuration not stated)	-8.3	0.2	-1.8	-2.7	6.8	-4.0	-0.9	2.9	0.1
CCOC(=O)C1CCN(S(=O)(=O)c2cn(C)cn2)CC1	3.7	0.1	0.4	-0.9	-1.1	-0.9	-0.3	0.7	-4.5
CCCS(=O)(=O)c1c(S(=O)(=O)CCC)c2cnccn2c1C(=O)c1ccc(CC)cc1	5.5	0.1	6.4	-1.0	5.3	1.7	-2.0	1.0	0.5
Cc1ccccc1C(=O)NCC(=O)Nc1ccc(C)c(S(=O)(=O)N2CCCCCC2)c1	-9.3	-0.3	-3.2	-5.3	-0.9	-1.0	-1.7	3.3	-5.6
CCOc1ccccc1NC(=O)Nc1cc(OC)ccc1OC	-3.8	0.2	12.1	-5.1	3.5	-1.2	-1.6	1.8	-5.7
O=C(CSc1nc2ccccc2o1)N1CCN(C(=O)c2ccco2)CC1	13.4	0.3	-11.7	-10.2	4.0	-2.1	-2.3	2.8	-1.1
Cc1cc(C(=O)N2CCC(Cc3ccccc3)CC2)no1	4.1	0.0	-0.9	-0.9	4.4	-2.5	-3.2	-0.1	2.0
Cc1ccsc1-c1nc(CN(C)C(C2CC2)C2CC2)c(C)o1	3.5	-0.1	3.9	-3.3	11.4	-2.8	-2.7	1.9	-5.1
Cc1n[nH]c(=S)n(/N=C/c2cccs2)c1=O	-4.8	0.0	-1.5	0.8	2.5	-4.1	-2.4	-0.8	2.2
Cc1ccc(C(=O)c2ccccc2C(=O)O)cc1C	-0.4	-0.3	-1.6	1.4	-1.7	-0.8	-1.0	-1.2	1.6
CC(=O)NC(c1ccc(Cl)cc1)c1c(O)ccc2ccc(O)cc12 (configuration not stated)	15.6	0.0	0.5	-8.0	-0.6	-2.4	-3.6	1.8	-0.5

The order is random, and some 2.9% of all compounds hit somewhere here.
